Compound activity (PubChem)
TCR CD3 inh = blocks the human TCR-CD3 interaction; inhibition, % at 9.4 µM; TAMRA-labeled TCR probe fluorescence, biochemical; 360,000 compounds, 0.37% hits; in the data active = inhibition above about 19%;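 note: recombinant mutant TCR 2C K166C tagged with TAMRA read by polarization; 0% = receptor in buffer alone and 100% = receptor with positive control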
DDE Tn6 FP inh = DD(E)-Tn6 binding inhibition, primary FP screen | Fibrin DD(E) TRITC-Tn6 fluorescence polarization displacement | 370,000 compounds, 0.21% hits | AID 720509 | P02675 | inhibition, % at 8.3 µM;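 active = inhibition above a per-campaign cutoff: mean of compounds within control limits plus 3 SD, cut at about 15% in these data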;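 note: 0% = median of all compound wells on the plate and 100% = blocking peptide control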
PRMT1 FP inh = PRMT1 (human) inhibition, primary screen; Q99873; recombinant PRMT1, activity-based probe fluorescence polarization; inhibition, % at 2.79 µM; 370,000 compounds, 1.3% hits; AID 652257;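 active = inhibition above about 21% made by adding two undisclosed values, limit read from the data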
proKLK7 act = activators of human kallikrein-7 zymogen. P49862. purified proKLK7, EDANS-DABCYL substrate fluorescence; 100% is mature enzyme control, 0% vehicle. activation, % at 7 µM. 370,000 compounds, 0.9% hits. AID 652039;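 active = activation above the mean of all tested compounds plus 3 SD, computed per campaign excluding outliers beyond control limits, cut at about 13% in these data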
Target sequence (P49862 whole entry, looked up): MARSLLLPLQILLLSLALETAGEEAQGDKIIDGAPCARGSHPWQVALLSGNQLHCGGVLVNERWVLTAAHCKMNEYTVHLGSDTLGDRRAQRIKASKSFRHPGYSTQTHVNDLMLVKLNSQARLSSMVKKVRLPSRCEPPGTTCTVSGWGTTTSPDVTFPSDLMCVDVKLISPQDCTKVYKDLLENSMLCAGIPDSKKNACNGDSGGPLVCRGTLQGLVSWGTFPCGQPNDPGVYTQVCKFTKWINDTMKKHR
TDP2 inh = TDP2 (human) inhibition, absorbance primary screen; recombinant TDP2, T5PNP hydrolysis, p-nitrophenol absorbance 415 nm; inhibition, % at 12.8 µM; 370,000 compounds, 0.34% hits; AID 720702;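 active = inhibition above the mean of all tested compounds plus 3 SD, set per campaign, cut at about 25% in these data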;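 note: 0% = DMSO with enzyme and 100% = buffer with substrate but no TDP2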
Target sequence (O95551 whole entry, looked up): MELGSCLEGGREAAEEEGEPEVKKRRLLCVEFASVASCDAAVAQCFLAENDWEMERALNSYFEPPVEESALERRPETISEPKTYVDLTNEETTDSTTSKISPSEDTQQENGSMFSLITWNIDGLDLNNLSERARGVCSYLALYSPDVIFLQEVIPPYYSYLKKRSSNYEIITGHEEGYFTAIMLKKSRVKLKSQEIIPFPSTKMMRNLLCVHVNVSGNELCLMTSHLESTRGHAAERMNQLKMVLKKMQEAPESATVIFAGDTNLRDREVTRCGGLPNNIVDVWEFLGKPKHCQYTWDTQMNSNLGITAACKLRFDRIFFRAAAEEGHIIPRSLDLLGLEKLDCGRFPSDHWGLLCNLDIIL
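System – recombinant human TDP2 · Amount – 120 nM TDP2 per well · Buffer or medium – Mg2+-containing Tris-HCl buffer, pH 7.5 · Reagent – T5PNP substrate, 5 mM · Dosing – 12.8 µM single point, 1% DMSO · Incubation – 2 h at 37 °C · Measured by – epi absorbance · Read-out basis – percent inhibition · Benchmarks – high control without enzyme, low control DMSO plus TDP2 · Repeats – singlicate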
MBD2 inh = inhibitors of human MBD2 binding to methylated oligonucleotide | Q9UBB5 | TR-FRET | inhibition, % at 4.4 µM | 370,000 compounds, 0.31% hits; in the data active = inhibition above about 13%
UHRF1 binding = blocks human UHRF1 binding to methylated DNA. 370,000 compounds, 0.75% hits. Q96T88. inhibition, % at 4.4 µM. UHRF1 binding to methylated oligo, TR-FRET; in the data active = inhibition above about 21%;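 note: UHRF1 SRA domain binding a hemimethylated CpG hairpin DNA probe; 0% = median of test compound wells and 100% = reference inhibitor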
SIAE inh = blocks human sialic acid acetylesterase | Q9HAT2 | SIAE FP-Rh probe binding, fluorescence polarization | inhibition, % at 9.66 µM | 370,000 compounds, 0.69% hits;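 active = inhibition above a cutoff: mean of compounds within the control limits plus 3 SD of those, cut at about 17% in these data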;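 note: 0% = plate median of compound wells and 100% = probe without SIAE protein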
LEDGF integ inh = blocks HIV-1 LEDGF/p75-dependent DNA integration; TR-FRET IN-LEDGF/p75 DNA integration, Eu/Cy5; inhibition, % at 3.7 µM; 370,000 compounds, 0.64% hits; AID 743269;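 active = inhibition above the screen-wide mean plus 3 SD, cut at about 13% in these data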;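 note: signal is the Cy5 over europium emission ratio at 671 and 618 nm; 0% = plate median of compound wells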
Tn7 DDE FP = disrupts Tn7 cyclic peptide binding to fibrin D-Dimer-E complex; FP displacement of FITC-Tn7 peptide from fibrin DD(E); 0% = median of compound wells per plate; inhibition, % at 8.3 µM; 370,000 compounds, 0.13% hits;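 active = inhibition above the mean of compounds falling within the control limits plus 3 SD of them, cut at about 14% in these data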;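 note: 0% = plate median of compound wells and 100% = 10 µM Aha-Tn7 peptide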
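system = human fibrin DD(E) protein | quantity = DD(E) 2 µM final | medium = Tris/NaCl/CaCl2 buffer, pH 7.8 | also added = labelled Tn7 tracer, 0.1 µM | compound dosing = single point at 8.3 µM | timing = compound with protein 10 min, then 3 h after probe, room temperature | signal = FP measurement | benchmarks = Aha-Tn7 high control | repeats = one replicate per compound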
The depositor's hits bear a star.

`Cc1oc(-c2ccccc2F)nc1CS(=O)(=O)CC(=O)N1CCc2ccccc21` gave TCR CD3 inh -7, DDE Tn6 FP inh -1, PRMT1 FP inh -7, proKLK7 act 0.5, TDP2 inh -12, MBD2 inh -6, UHRF1 binding 3, SIAE inh -1, LEDGF integ inh 4 and Tn7 DDE FP -1.
Screening COc1ccc(-c2cnnc(N/N=C/c3ccc(C)o3)n2)cc1 returned TCR CD3 inh 2, DDE Tn6 FP inh -1, PRMT1 FP inh -4, proKLK7 act -0.3, TDP2 inh 13, MBD2 inh 0, UHRF1 binding -4, SIAE inh 9, LEDGF integ inh -4 and Tn7 DDE FP 3.
Cc1ccc(C2Nc3cccc4cccc(c34)N2)s1 was read as TCR CD3 inh 5, DDE Tn6 FP inh 7, PRMT1 FP inh 6, proKLK7 act -0.9, TDP2 inh -7, MBD2 inh -3, UHRF1 binding -3, SIAE inh 27*, LEDGF integ inh -2 and Tn7 DDE FP -4.
CCCC[C@H]1C2CC(OC(=O)Nc3ccc(C(F)(F)F)cc3)C(C2)[C@H]2CCCCN21 (stereo not given in full) was read as DDE Tn6 FP inh 3, PRMT1 FP inh 2, proKLK7 act -0.5, TDP2 inh 2, MBD2 inh 4, UHRF1 binding 1, SIAE inh 1, LEDGF integ inh 0 and Tn7 DDE FP 7.
Screening CCN1C(=O)CSC1=Nc1ccc(OC)cc1 returned TCR CD3 inh 4, DDE Tn6 FP inh 8, PRMT1 FP inh 3, proKLK7 act 0.5, TDP2 inh 13, MBD2 inh -1, UHRF1 binding -1, SIAE inh -7, LEDGF integ inh -3 and Tn7 DDE FP 7.
Cc1cccc(S(=O)(=O)c2c(N)n(-c3ccccc3)c3nc4ccccc4nc23)c1 was read as TCR CD3 inh -1, DDE Tn6 FP inh 2, PRMT1 FP inh 2, proKLK7 act -2.8, TDP2 inh 10, MBD2 inh -2, UHRF1 binding 0, SIAE inh -4, LEDGF integ inh -2 and Tn7 DDE FP 0.
Screening CC(Sc1nnc(N)s1)C(=O)NCc1ccc2c(c1)OCO2 (stereo not given) returned TCR CD3 inh -12, DDE Tn6 FP inh -2, PRMT1 FP inh 4, proKLK7 act -1.2, TDP2 inh 1, MBD2 inh 9, UHRF1 binding -1, SIAE inh -1, LEDGF integ inh -6 and Tn7 DDE FP 5.
For CCCCCCCCC(c1nc2ccccc2[nH]1)N1CCN=C(c2ccccc2)C1=O (stereo not given) the results were TCR CD3 inh -3, DDE Tn6 FP inh -5, PRMT1 FP inh 8, proKLK7 act 0.1, TDP2 inh -8, MBD2 inh -1, UHRF1 binding 0, SIAE inh -20, LEDGF integ inh -2 and Tn7 DDE FP 5.
`O=C(N/N=C/C(Br)=C/c1ccccc1)c1ccc([N+](=O)[O-])cc1` gave TCR CD3 inh 6, DDE Tn6 FP inh 0, PRMT1 FP inh 0, proKLK7 act -0.3, TDP2 inh 10, MBD2 inh 2, UHRF1 binding -3, SIAE inh -13, LEDGF integ inh 4 and Tn7 DDE FP 11.
`O=C(NCCc1ccc(Cl)cc1)c1ccc(Br)s1` gave TCR CD3 inh 1, DDE Tn6 FP inh -3, PRMT1 FP inh -2, proKLK7 act -0.3, TDP2 inh 10, MBD2 inh -5, UHRF1 binding -2, SIAE inh -4, LEDGF integ inh 3 and Tn7 DDE FP -2.
For CCCCSc1nnc(-c2ccc(NC(C)=O)cc2)n1C the results were TCR CD3 inh 0, DDE Tn6 FP inh 0, PRMT1 FP inh -2, proKLK7 act -0.2, TDP2 inh 11, MBD2 inh 3, UHRF1 binding 3, SIAE inh 3, LEDGF integ inh 0 and Tn7 DDE FP 1.
Screening CCN1C(=O)S/C(=C/c2cn(C)c3ccccc23)C1=O returned TCR CD3 inh -4, DDE Tn6 FP inh -4, PRMT1 FP inh 3, proKLK7 act 0.1, TDP2 inh 1, MBD2 inh 5, UHRF1 binding 2, SIAE inh -4, LEDGF integ inh -4 and Tn7 DDE FP -5.
C/C(=N/NC(=O)CN1CCN(S(=O)(=O)c2ccc(Br)cc2)CC1)c1ccncc1 was read as TCR CD3 inh -1, DDE Tn6 FP inh -2, PRMT1 FP inh 1, proKLK7 act 0.4, TDP2 inh -1, MBD2 inh 3, UHRF1 binding 0, SIAE inh 1, LEDGF integ inh -3 and Tn7 DDE FP -1.
O=C1[C@@H]2Cc3c([nH]c4ccccc34)CN2C(=O)CN1CCO was read as TCR CD3 inh 1, DDE Tn6 FP inh 2, PRMT1 FP inh -1, proKLK7 act 0.4, TDP2 inh 2, MBD2 inh 0, UHRF1 binding 0, SIAE inh 5, LEDGF integ inh -3 and Tn7 DDE FP -6.
CCOC(=O)c1ccccc1N=N/C(C(C)=O)=C(/C)O was read as TCR CD3 inh 5, DDE Tn6 FP inh -4, PRMT1 FP inh 1, proKLK7 act -0.6, TDP2 inh 1, MBD2 inh 2, UHRF1 binding -1, SIAE inh 2, LEDGF integ inh 0 and Tn7 DDE FP -2.
For Cc1ccc(NC(=O)CC(O)(C(F)(F)F)C(F)(F)F)c(Br)c1 the results were TCR CD3 inh 4, DDE Tn6 FP inh 3, PRMT1 FP inh -2, proKLK7 act -0.2, TDP2 inh -4, MBD2 inh -7, UHRF1 binding 0, SIAE inh -2, LEDGF integ inh -4 and Tn7 DDE FP 4.
Cc1ccc(C(=O)Nc2ccn(Cc3ccc(F)cc3)n2)o1 was read as TCR CD3 inh 3, DDE Tn6 FP inh -8, PRMT1 FP inh 1, proKLK7 act 0.1, TDP2 inh 6, MBD2 inh 7, UHRF1 binding 4, SIAE inh -3, LEDGF integ inh -1 and Tn7 DDE FP 4.
`O=C1CN(C(=O)COc2c(Cl)cccc2Cl)c2ccccc2N1` gave TCR CD3 inh 3, DDE Tn6 FP inh 3, PRMT1 FP inh -2, proKLK7 act 0.1, TDP2 inh -7, MBD2 inh -1, UHRF1 binding -1, SIAE inh -1, LEDGF integ inh 6 and Tn7 DDE FP 4.
Cc1cccc(C)c1NC(=O)C(C1CC1)n1c(-c2ccc(C(F)(F)F)cc2)nc2ccccc21 (stereo not given) was read as TCR CD3 inh 0, DDE Tn6 FP inh 1, PRMT1 FP inh -6, proKLK7 act 0.5, TDP2 inh -5, MBD2 inh -6, UHRF1 binding 1, SIAE inh -6, LEDGF integ inh -2 and Tn7 DDE FP -5.
For O=C(NC1CCN(S(=O)(=O)c2cccc(F)c2)CC1)c1cccc(F)c1 the results were TCR CD3 inh 3, DDE Tn6 FP inh -2, PRMT1 FP inh -4, proKLK7 act 0.2, TDP2 inh -5, MBD2 inh 2, UHRF1 binding -1, SIAE inh -6, LEDGF integ inh 1 and Tn7 DDE FP 1.

Structural class: the compounds so far containing an aryl methoxy group (two)
Screening COc1ccc(-c2cnnc(N/N=C/c3ccc(C)o3)n2)cc1 returned TCR CD3 inh 2, DDE Tn6 FP inh -1, PRMT1 FP inh -4, proKLK7 act -0.3, TDP2 inh 13, MBD2 inh 0, UHRF1 binding -4, SIAE inh 9, LEDGF integ inh -4 and Tn7 DDE FP 3.
Screening CCN1C(=O)CSC1=Nc1ccc(OC)cc1 returned TCR CD3 inh 4, DDE Tn6 FP inh 8, PRMT1 FP inh 3, proKLK7 act 0.5, TDP2 inh 13, MBD2 inh -1, UHRF1 binding -1, SIAE inh -7, LEDGF integ inh -3 and Tn7 DDE FP 7.

(next part)
CCn1nc(C)c(CNC(=O)c2cc(COc3ccccc3SC)on2)c1C was read as TCR CD3 inh 10, DDE Tn6 FP inh -4, PRMT1 FP inh -1, proKLK7 act 1.1, TDP2 inh 2, MBD2 inh -3, UHRF1 binding 0, SIAE inh -2, LEDGF integ inh -1 and Tn7 DDE FP -5.
For CCCCN1C(=O)C(=O)N(CC(=O)NC2CCCc3ccccc32)C1=O (stereo not given) the results were TCR CD3 inh -3, DDE Tn6 FP inh 1, PRMT1 FP inh 4, proKLK7 act -0.2, TDP2 inh 6, MBD2 inh -5, UHRF1 binding 0, SIAE inh -2, LEDGF integ inh 3 and Tn7 DDE FP 6.
O=C(CN1CCN(S(=O)(=O)c2ccc(F)cc2)CC1)Nc1ccnn1C1CCCC1 was read as TCR CD3 inh -2, DDE Tn6 FP inh -3, PRMT1 FP inh 0, proKLK7 act 0.0, TDP2 inh 15, MBD2 inh -1, UHRF1 binding -5, SIAE inh 0, LEDGF integ inh -1 and Tn7 DDE FP 0.
`CCC(=O)c1ccc(OC(=O)c2ccc(Br)o2)cc1` gave TCR CD3 inh -4, DDE Tn6 FP inh 7, PRMT1 FP inh -1, proKLK7 act 0.5, TDP2 inh 8, MBD2 inh 4, UHRF1 binding 1, SIAE inh -9, LEDGF integ inh 1 and Tn7 DDE FP 3.
CC(SC(C)C(=O)NN=Cc1ccc(F)cc1)C(=O)NN=Cc1ccc(F)cc1 (stereo not given) was read as TCR CD3 inh 1, DDE Tn6 FP inh -3, PRMT1 FP inh 0, proKLK7 act -0.7, TDP2 inh -16, MBD2 inh -3, UHRF1 binding 0, SIAE inh -2, LEDGF integ inh 4 and Tn7 DDE FP -6.
COc1ccc(/C=C/C=N/NC(=O)COc2ccc(OC)cc2)cc1 was read as TCR CD3 inh 0, DDE Tn6 FP inh -1, PRMT1 FP inh -1, proKLK7 act 0.2, TDP2 inh 0, MBD2 inh 0, UHRF1 binding -4, SIAE inh 12, LEDGF integ inh -1 and Tn7 DDE FP -2.
